NR3A LBD binder: binders of NR3A ligand-binding domain, primary screen, biophysical, differential scanning fluorimetry, uHTS. Glutamate receptor ionotropic, NMDA 3A (GRIN3A) ligand-binding domain. NR3A LBD differential scanning fluorimetry, Tm shift; 0% = protein alone, 100% = glycine-bound protein. Tm shift relative to glycine control, % at 25 µM. 340,000 tested, 2.5% active;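 active = melting temperature shift of at least 10% of the positive control shift, at one fixed dose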
ATG4B inhibitor: ATG4B protease inhibitors, primary screen, biochemical, fluorescence, uHTS | Cysteine protease ATG4B (Homo sapiens), Q9Y4P1 | ATG4B cleavage of LC3-PLA2, NBD-HPC fluorescence, 1 h | inhibition, % at 8.33 µM | 340,000 tested, 0.51% active | AID 504462, 2011; in the data active = inhibition above about 40%
PfG6PD inh: PfG6PD enzyme inhibitors, primary screen, biochemical, fluorescence intensity, uHTS | 350,000 tested, 0.78% active | AID 504690, 2011 | inhibition, % at 20 µM | PfGluPho enzyme, NADPH resazurin-diaphorase fluorescence;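 active = inhibition reaching at least a set limit at 20 µM in the primary screen, cut at about 59% in these data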;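 note: 0% = DMSO wells with substrate and 100% = DMSO wells lacking glucose-6-phosphate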
hIAP activ: human IAP activators, primary screen, biochemical, luminescence, uHTS. Intestinal-type alkaline phosphatase (Homo sapiens), P09923. purified human IAP, CDP-Star luminescence, 30 min; hits give high values; 1 = vehicle-only enzyme, 0 = enzyme-free background. activation factor at 10 µM. 330,000 tested, 0.16% active. AID 2524, 2010;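 active = activation factor of the enzyme at least 2-fold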; note: the source names both 10 and 20 µM as test concentration; values of inactives mirror those of a sister screen read the other way
Target sequence (P09923 whole entry, looked up): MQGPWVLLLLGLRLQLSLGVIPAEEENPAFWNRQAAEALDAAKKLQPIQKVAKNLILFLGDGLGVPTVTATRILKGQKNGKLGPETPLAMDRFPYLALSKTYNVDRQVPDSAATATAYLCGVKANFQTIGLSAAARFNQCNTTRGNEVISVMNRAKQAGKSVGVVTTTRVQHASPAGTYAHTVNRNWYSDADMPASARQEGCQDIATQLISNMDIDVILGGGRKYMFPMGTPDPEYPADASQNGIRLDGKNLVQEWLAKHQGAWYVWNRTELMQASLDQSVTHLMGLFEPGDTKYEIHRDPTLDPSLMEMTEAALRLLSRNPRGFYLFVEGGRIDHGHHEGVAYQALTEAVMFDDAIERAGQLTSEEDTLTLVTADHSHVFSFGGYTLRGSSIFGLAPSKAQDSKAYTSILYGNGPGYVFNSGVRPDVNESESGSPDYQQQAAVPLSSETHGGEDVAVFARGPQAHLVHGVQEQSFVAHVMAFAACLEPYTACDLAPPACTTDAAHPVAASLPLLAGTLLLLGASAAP
SENP6 block: SENP6 protease inhibitors, primary screen, biochemical, luminescence, uHTS. inhibition, % at 10 µM. Recombinant SENP6 catalytic domain, aminoluciferin luminescence. Sentrin-specific protease 6 (Homo sapiens), Q9GZR1. AID 2599, 2010. 330,000 tested, 1.8% active;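 active = inhibition above about 50% at the single tested dose, limit read from the data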;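 note: plate controls were DMSO wells with enzyme for no effect and DMSO wells lacking enzyme for full effect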
SENP8 block: human SENP8 protease inhibitors, primary screen, biochemical, fluorescence, Nedd8 protein substrate, uHTS. Sentrin-specific protease 8 (Homo sapiens), Q96LD8. recombinant SENP8. inhibition, % at 20 µM. 360,000 tested, 0.64% active. AID 602440, 2012; in the data active = inhibition mostly above about 40%, no sharp cut-off; inactive = mostly below about 27%
Target sequence (Q96LD8 whole entry, looked up): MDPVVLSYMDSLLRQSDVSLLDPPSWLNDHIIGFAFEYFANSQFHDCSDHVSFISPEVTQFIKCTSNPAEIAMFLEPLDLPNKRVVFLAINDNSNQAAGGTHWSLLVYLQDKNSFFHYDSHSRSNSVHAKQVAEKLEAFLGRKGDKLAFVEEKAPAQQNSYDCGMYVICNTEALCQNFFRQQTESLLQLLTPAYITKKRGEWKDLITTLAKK
MPTP block: mitochondrial permeability transition pore inhibitors, primary screen, biochemical, isolated mouse mitochondria, absorbance. Ca2+ swelling absorbance, 30 min. inhibition, % at 10 µM. 360,000 tested, 1.4% active. AID 602449, 2012;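 active = inhibition of 50% or more, scaled per plate between neutral and stimulator controls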;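 note: 0% = DMSO wells given calcium and 100% = 1 mM EGTA wells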
SENP1 inh: human SENP1 catalytic domain inhibitors, primary screen, biochemical, FRET, uHTS | recombinant SENP1 catalytic domain, CyPet-SUMO1-YPet FRET cleavage | inhibition, % at 10 µM | 360,000 tested, 0.21% active | AID 624204, 2012;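 active = inhibition at least 30% at 10 µM, raw YFP signal under a set limit, fluorescence ratio 0.5 to 1.5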;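 note: 0% = enzyme with DMSO and 100% = no enzyme wells; some results filed as inactive read as strong as hits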
Target sequence (Q9P0U3 419-644 limits assumed): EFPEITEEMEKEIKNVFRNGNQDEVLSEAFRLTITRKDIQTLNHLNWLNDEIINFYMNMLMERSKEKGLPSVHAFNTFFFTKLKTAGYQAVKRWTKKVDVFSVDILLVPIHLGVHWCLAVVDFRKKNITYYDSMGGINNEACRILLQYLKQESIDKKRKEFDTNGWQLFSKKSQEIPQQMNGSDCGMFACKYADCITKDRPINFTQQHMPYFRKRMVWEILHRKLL
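Material – human SENP1 catalytic domain · Input – SENP1 enzyme, 20 pM final · Compound dosing – single concentration of 10 µM compound, 0.5% DMSO final · Timing – enzyme reaction for 50 min at room temperature, dark · Measured by – FRET fluorescence in CFP and YFP emission channels · Control set – no-enzyme wells low, DMSO-plus-enzyme wells high control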
Starred values were filed as active, the others as inactive; i = inactive; nt = not tested or not shown.

item | structure | hIAP activ | SENP6 block | ATG4B inhibitor | NR3A LBD binder | SENP1 inh | MPTP block | PfG6PD inh | SENP8 block
1 | CCC(/C=N/NC(=O)C(=O)N/N=C/C(CC)CC)CC | 1.4 | 11 | -7 | 0 | 1 | 0.8 | -3 | 31
2 | O=C(c1ccccc1NS(=O)(=O)c1cccc2cccnc12)N1CCOCC1 | 1.1 | -7 | -7 | -1 | 3 | -1.0 | 12 | 13
3 | Cc1ccc(SCCC(=O)Nc2ccccc2Br)cc1 | 0.95 | 58* | 3 | 1 | 3 | -0.4 | 7 | 5
4 | CCCCn1c(-c2ccc(F)c(F)c2)nc2cc3[nH]c(=O)c(C(C)C)nc3cc21 | 1.1 | 8 | -5 | -21 | -42 | -0.3 | 14 | i
5 | O=C1OCC2=C1C(c1ccc(F)cc1)CC(=O)N2c1ccc(F)cc1 (stereo not given) | 0.83 | 5 | nt | nt | 0 | 1.9 | nt | 16
6 | Cc1ccc(C(=O)NNS(=O)(=O)c2ccc(F)cc2)cc1 | 1.1 | -11 | 5 | -2 | 3 | -0.6 | -2 | 9
7 | FC(F)(F)c1cnc(C(c2ccccn2)c2ncn[nH]2)c(Cl)c1 (stereo not given) | 1.5 | 6 | -13 | -1 | 0 | -0.3 | -4 | -1
8 | Cc1cc(NC(=O)COc2ccc(C)c(C)c2)no1 | 0.99 | 8 | -1 | -2 | 1 | 0.1 | -9 | 0
9 | CCOc1ccc(C(CC(=O)O)NC(=O)C2c3ccccc3Oc3ccccc32)cc1 (stereo not given) | 1.2 | -12 | -19 | 0 | 0 | 12 | 4 | 13
10 | Cc1ccc2[nH]c(=O)c(CN(CCc3ccccc3)Cc3nnnn3CC3CCCO3)cc2c1 (stereo not given) | 0.94 | 10 | -18 | -2 | -8 | -0.4 | 16 | -57
11 | CN=c1scc(C)n1/N=C/c1ccc(O)cc1 | 0.9 | 26 | -2 | 4 | -7 | 1.8 | -2 | -30
12 | CN(CCC#N)Cc1cc(=O)oc2ccc3ccccc3c12 | 1.3 | -7 | -8 | -1 | -12 | 2.6 | 2 | -147
13 | CC(NS(C)(=O)=O)C(c1cccs1)N1CCN(c2ccccc2)CC1 (stereo not given) | 0.76 | -9 | 4 | 1 | -1 | -0.5 | -12 | 17
14 | CN1CCN(c2nc3c(c(=O)n(C)c(=O)n3C)n2Cc2ccc(F)cc2)CC1 | 0.84 | 15 | 2 | 1 | 0 | 3.8 | -13 | 8
15 | COc1ccccc1NC(=O)c1ccccc1NS(=O)(=O)c1cccs1 | 0.9 | 2 | -14 | 2 | -2 | 13 | -13 | -75
16 | CC(=O)CSc1ncnc2c1oc1ccccc12 | 1 | 11 | -11 | -1 | 1 | -3.4 | -8 | 17
17 | CC(C)n1c(C(F)(F)F)nc2cc(C(=O)N3CCOCC3)ccc21 | 1.1 | 0 | -8 | 0 | 5 | -1.4 | 12 | 13
18 | CCc1cccc(NC(=O)COC(=O)c2cc([N+](=O)[O-])ccc2N2CCOCC2)c1 | 1.1 | -8 | -19 | -5 | -1 | -2.0 | 9 | 15
19 | CC(=O)N1CCC(N(CCN2CCOCC2)C(=S)Nc2ccccc2C)CC1 | 1.1 | -12 | 1 | -1 | 13 | 1.4 | 17 | 22
20 | C=CCc1c(C)nc(SC)nc1Nc1ccccc1 | 1.1 | -12 | -8 | 3 | 0 | 3.1 | -3 | 8
21 | COc1ccc(-c2cn3cccnc3n2)cc1NC(=O)CC(C)C | 0.83 | -13 | -1 | 1 | -1 | -1.5 | 1 | -263
22 | CC(C)NC(=O)N(C)C[C@H]1Oc2ccc(NS(=O)(=O)c3ccc(Cl)cc3)cc2CC(=O)N([C@@H](C)CO)C[C@@H]1C | 1.1 | -5 | 1 | 1 | 2 | -0.8 | 10 | 11
23 | O=C(c1ccc(OC2CCN(C/C=C/c3ccccc3)CC2)cc1)N1CCCC1 | 0.96 | -13 | 20 | 5 | -3 | 2.4 | 10 | -12
24 | COc1ccc(S(=O)(=O)N2CCN(CC(=O)NCC3(N4CCOCC4)CCCCC3)CC2)cc1 | 0.93 | -9 | -9 | 0 | 1 | 0.2 | 12 | 7
25 | CC(=O)N1CCN(c2ccc(NC(=O)c3ccc(Cl)c(Cl)c3)cc2)CC1 | 0.9 | 2 | 2 | -2 | 1 | 1.2 | -10 | 16
26 | COC(=O)COc1cccc(NC(=O)COc2ccccc2)c1 | 1.1 | -36 | -13 | -2 | 1 | 0.5 | -13 | 39
27 | Cc1ccc(-n2c(N)c(C(=O)NCc3ccco3)sc2=S)cc1 | 1.1 | -19 | -13 | 0 | -1 | -6.4 | 59 | 39
28 | CC(C)(CNC(=O)CNC(=O)c1ccc(Cl)cc1Cl)N1CCOCC1 | 0.96 | -3 | -1 | -2 | 2 | -0.1 | -3 | 1
29 | COc1ccc(C2NCCc3c2[nH]c2ccccc32)cc1COc1ccc(F)cc1 (stereo not given) | 0.88 | -17 | 19 | -4 | -2 | 1.3 | 0 | -5
30 | Cc1ccc(NC(=O)CN(C)C(=O)COc2ncnc3ccc(Br)cc23)cc1 | 0.88 | 1 | -4 | -3 | 0 | -0.6 | -1 | -8
31 | COc1ccccc1N(CC(=O)NC1CCCCC1)C(=O)CCC(=O)Nc1nccs1 | 1 | -5 | -3 | -2 | -1 | 0.4 | 13 | 14
32 | COc1ccccc1OCC(=O)Nc1cc(Cl)ccc1N1CCCCC1 | 0.81 | 2 | 3 | 2 | -10 | -0.1 | 17 | -14
33 | Cc1cccc(CCNC(=O)CNS(=O)(=O)c2ccc3nc(C)sc3c2)c1 | 0.92 | -4 | 1 | 0 | 4 | -1.2 | -19 | 18
34 | COc1ccc(OC)c2[nH]c(C(=O)N/N=C/c3ccccc3O)cc12 | 1.5 | 7 | 5 | 18* | -20 | 0.9 | 2 | -55
35 | CCN(c1ccccc1)S(=O)(=O)c1ccc(OC)c(NC(=O)Cn2cnc3c2c(=O)n(C)c(=O)n3C)c1 | 1 | -12 | -6 | -3 | 0 | -0.1 | -3 | 10
36 | O=S(=O)(c1ccc(Br)cc1)c1nc(-c2ccco2)oc1NCCCn1ccnc1 | 1.2 | 5 | -12 | -7 | 1 | -0.4 | -5 | -15
37 | COc1cccc(-n2c(SCC(=O)NC(C)(C)C)nnc2-c2ccoc2C)c1 | 1.1 | -6 | -9 | 2 | 1 | 2.6 | 10 | 24
38 | Cc1cc(C(=O)Nc2ccccc2C)n(-c2ccccc2)n1 | 0.97 | -12 | -3 | -3 | 1 | 0.5 | 0 | 20
39 | COC(=O)CNC(c1ccccc1)c1cc(Br)ccc1NS(=O)(=O)c1ccccc1 (stereo not given) | 1.1 | 1 | -3 | -1 | 3 | 0.2 | -1 | 15
40 | COC(=O)c1cccc(S(=O)(=O)N2CCOCC2)c1 | 0.89 | -8 | -2 | -4 | 2 | 0.4 | 7 | 25
41 | COc1ccc(NC(=O)c2nnn(Cc3cccc(F)c3)c2N)c(OC)c1 | 1.1 | -14 | 2 | -1 | 1 | -0.3 | 7 | -19
42 | CC(C)n1c(COc2ccccc2)nc2ccccc21 | 1.2 | -5 | 9 | 0 | 3 | -0.8 | -9 | 15
43 | Clc1ccc(-c2noc(COc3ccccc3)n2)cc1 | 0.86 | 4 | 1 | 2 | 2 | 2.8 | 1 | 8
44 | CS(=O)(=O)Nc1ccc(-c2cn3c(n2)SCC3)cc1 | 0.99 | -12 | -6 | 2 | -1 | -0.4 | 6 | 12
45 | CCn1cc(C(=O)OCC(=O)Nc2cccc(C)c2)c(=O)c2ccc(C)nc21 | 0.92 | -16 | -15 | -2 | 1 | -0.4 | 4 | 11
46 | CCc1ccc(OCC(=O)Nc2ccc(N3CCN(C(=O)c4ccccc4)CC3)cc2)cc1 | 1.2 | -24 | -2 | 2 | 0 | 2.3 | 10 | -3
47 | Nc1ccc2cn[nH]c2c1 | 1.2 | 0 | -1 | 1 | -1 | -0.6 | 13 | 26
48 | O=C(CN1CCCC1c1ccc2c(c1)OCCO2)NC(=O)Nc1ccccc1F (stereo not given) | 1.1 | -16 | 15 | 2 | 1 | -0.3 | 5 | 17
49 | O=C1Nc2c(c(=O)[nH]c(=O)n2Cc2ccccc2)C1(NS(=O)(=O)c1ccccc1)C(F)(F)F (stereo not given) | 1.2 | -4 | 2 | 0 | -2 | -1.4 | -7 | -17
50 | CCOc1ccc(CC(=O)NNC(=S)NCCc2ccccc2)cc1 | 2* | -12 | -1 | 0 | 0 | -1.4 | -24 | 4
51 | O=C(NCc1cccs1)C1CCN(S(=O)(=O)c2cccc3cccnc23)CC1 | 0.91 | 4 | -5 | 8 | -2 | 0.4 | 3 | 1
52 | Cc1noc(C)c1NC(=O)Nc1cccc2c1O[C@H](CN(C)S(=O)(=O)c1ccccc1)[C@@H](C)CN([C@H](C)CO)C2=O | 0.96 | -9 | nt | 0 | -1 | 0.9 | 17 | -3
53 | COc1ccc(Br)cc1S(=O)(=O)NCc1ccccc1 | 0.95 | -4 | 10 | -1 | 1 | -0.4 | 1 | 10
54 | COC(=O)c1ccc(NC(=O)COc2ccc(S(=O)(=O)NC(C)C)cc2)cc1 | 1.1 | -13 | 4 | -2 | 1 | -0.2 | -1 | 7
55 | CC(CCc1ccccc1)NC(=O)c1ccc(C(=O)NC(C)CCc2ccccc2)cc1 (stereo not given) | 1.1 | -7 | -5 | 1 | -1 | 0.8 | -9 | 11
56 | O=C(CC12CC3CC(CC(Br)(C3)C1)C2)Nc1cccc(S(=O)(=O)NC2=NCCC2)c1 | 1.3 | -16 | -30 | -1 | -1 | 4.3 | -2 | 14
57 | Cc1cccc(-c2noc(CN(C)S(=O)(=O)c3cc(Cl)ccc3Cl)n2)c1 | 1.1 | 6 | 17 | 3 | -2 | -0.1 | 4 | 18
58 | O=C(CCc1nc2ccccc2s1)OCC(=O)c1ccccc1 | 0.93 | -30 | 0 | 0 | 0 | 2.7 | 16 | 10
59 | CCCCc1nc(N2CCOCC2)c(C#N)c2c1COC(C)(C)C2 | 0.97 | 3 | -8 | 15* | -2 | -2.5 | 5 | i
60 | C[C@@H](C(=O)NCC1CC1)[C@@H]1C[C@@]1(C)[C@@H](NC(=O)OCc1ccccc1)c1ccccc1 | 0.96 | -21 | 1 | 2 | -1 | -0.7 | -4 | -6
61 | Cc1ccc(N=C(NO)c2nonc2N)c(C)c1 | 0.93 | 10 | -2 | 1 | 0 | -0.4 | -14 | 29
62 | O=S(=O)(c1cnc(Cl)c(Cl)c1)N1CCCc2ccccc21 | 0.87 | -1 | -8 | -1 | 1 | -0.5 | 36 | -3

3 entries drawn at random from the list so far, as already listed:
item | structure | hIAP activ | SENP6 block | ATG4B inhibitor | NR3A LBD binder | SENP1 inh | MPTP block | PfG6PD inh | SENP8 block
4 | CCCCn1c(-c2ccc(F)c(F)c2)nc2cc3[nH]c(=O)c(C(C)C)nc3cc21 | 1.1 | 8 | -5 | -21 | -42 | -0.3 | 14 | i
38 | Cc1cc(C(=O)Nc2ccccc2C)n(-c2ccccc2)n1 | 0.97 | -12 | -3 | -3 | 1 | 0.5 | 0 | 20
29 | COc1ccc(C2NCCc3c2[nH]c2ccccc32)cc1COc1ccc(F)cc1 (stereo not given) | 0.88 | -17 | 19 | -4 | -2 | 1.3 | 0 | -5

Screening data from PubChem BioAssay.

Random draw from the library (roughly 6.7% active in at least one column).
